Screening data (PubChem BioAssay)
CHO-K1 Ca ag – counter-screen for M1 agonists: effect in parental CHO-K1 cells; Fluo-8 calcium fluorescence; scaled to maximal ATP response, vehicle zero; activation, % at 3 µM; hit rate 0.48% among 360,000; in the data active = activation above about 15%;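 note: untransfected CHO-K1 host cells lacking M1 receptor as counterscreen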
M1 antag – human M1 muscarinic receptor antagonists, primary screen, CHO-K1 cells, Fluo-8 calcium fluorescence, 1536-well | Muscarinic acetylcholine receptor M1 (Homo sapiens), P11229 | CHO-K1 hM1, ACh EC80 antagonist | inhibition, % at 3 µM | hit rate 1.3% among 360,000 | AID 588852, 2011;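 active = percent inhibition above its own plate's cutoff, namely the mean of that plate's compound wells plus 3 SD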;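 note: peak over basal fluorescence ratio during 140 s after agonist addition; 0% = ACh EC80 plus DMSO and 100% = DMSO alone without agonist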
Target sequence (P11229 whole entry, looked up): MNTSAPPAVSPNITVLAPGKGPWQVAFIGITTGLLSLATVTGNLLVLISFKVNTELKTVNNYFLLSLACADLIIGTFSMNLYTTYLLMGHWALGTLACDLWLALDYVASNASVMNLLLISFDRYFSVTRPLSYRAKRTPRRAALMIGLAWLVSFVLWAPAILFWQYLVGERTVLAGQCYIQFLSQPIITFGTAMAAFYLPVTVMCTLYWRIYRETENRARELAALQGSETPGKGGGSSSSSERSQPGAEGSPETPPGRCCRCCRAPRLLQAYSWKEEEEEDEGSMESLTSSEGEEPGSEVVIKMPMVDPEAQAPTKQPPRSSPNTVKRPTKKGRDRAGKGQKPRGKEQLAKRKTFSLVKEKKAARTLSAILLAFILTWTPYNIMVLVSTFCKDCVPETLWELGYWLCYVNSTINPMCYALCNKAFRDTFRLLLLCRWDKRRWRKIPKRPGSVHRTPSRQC
CHO-K1 Ca antag – counter-screen for M1 antagonists: effect in parental CHO-K1 cells | ATP-induced calcium, Fluo-8 fluorescence | inhibition, % at 3 µM | hit rate 0.6% among 360,000;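 active = inhibition above a per-plate cutoff, the plate's mean sample inhibition plus 3 SD, cut at about 24% in these data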;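 note: 0% = DMSO plus EC80 ATP and 100% = DMSO alone without ATP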
TAAR1 ag – human TAAR1 agonists, primary screen, Fluo-8 calcium fluorescence, CHO RD-HGA16 cells; Trace amine-associated receptor 1 (Homo sapiens), Q96RJ0; vehicle wells 0%, saturating PEA agonist 100%; activation, % at 3 µM; hit rate 0.99% among 360,000; AID 624467, 2012;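 active = activation above the mean activation of all test compounds in the run plus 3 SD, cut at about 38% in these data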
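Test system: RD-HGA16 (CHO) cells co-expressing Gα16 and hTAAR1; dosing: one-point dosing at 3 µM (nominal); timing: 17-24 h seeding, 75 min 37 °C dye, 30 min RT; signal: kinetic Fluo-8 calcium fluorescence; read-out basis: % activation relative to PEA EC100 response; controls: DMSO and PEA EC100; replicates: n 1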
CHRM1 agonist – human M1 muscarinic receptor agonists, primary screen, Fluo-8 calcium fluorescence, CHO-K1 cells, HTS. CHO-K1 hM1, agonist mode; 0% DMSO, 100% acetylcholine EC100. activation, % at 3 µM. hit rate 0.33% among 360,000. AID 588814, 2011;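 active = activation above the run's mean compound activation plus 3 SD, cut at about 16% in these data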;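 note: peak over basal fluorescence ratio within a 140 s kinetic read after compound addition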
TAAR1 antag – human TAAR1 antagonists, primary screen, Fluo-8 calcium fluorescence, CHO RD-HGA16 cells | antagonist | inhibition, % at 3 µM | hit rate 1.5% among 360,000;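 active = inhibition above a per-plate cutoff, the mean inhibition of test compounds on that plate plus 3 SD, cut at about 49% in these data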;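 note: 0% = DMSO plus EC80 beta-PEA response and 100% = DMSO alone without agonist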
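Test system – hTAAR1-expressing CHO RD-HGA16 cells, Gα16-coupled · Also added – β-PEA at EC80 concentration, post-compound challenge · Compound – 3 µM, single point · Incubation – dye loading 75 min at 37 °C, then 30 min room temperature · Measured by – Fluo-8 intracellular calcium dye fluorescence, real-time kinetic reads · Benchmarks – vehicle and agonist controls · Replicates – singlicate, one well per test compound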
M1 PAM parental – nonselective calcium activators in parental CHO-K1 cells, primary screen, counter-screen for M1 PAM project, cell-based, Fluo-8 calcium fluorescence, full deck, 1536-well | ATP EC20; 0% at ATP EC20, 100% at ATP max | activation, % at 3 µM | hit rate 0.02% among 360,000;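 active = activation above the run cutoff, the mean activation of all test compounds plus 3 SD, cut at about 40% in these data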;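 note: peak over basal fluorescence ratio in a 140 s read after ATP addition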
CHO parental Ca – ATP-evoked calcium signal inhibitors, parental CHO, primary screen, counter-screen for OX1R antagonist project, cell-based, fluorescence, Fluo-8 calcium dye; parental CHO-K1, ATP-induced calcium, Fluo-8 fluorescence; inhibition, % at 5.6 µM; hit rate 0.63% among 330,000;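 active = inhibition above that plate's mean sample inhibition plus 3 SD, cut at about 26% in these data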;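 note: 0% = ATP-challenged DMSO wells and 100% = DMSO wells without ATP; some compounds past the cut are filed as inactive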
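Assay system: parental CHO cells; Read-out basis: percent inhibition of ATP-evoked calcium rise, normalized to controls; Benchmarks: ATP and no-ATP DMSO wells; Compound dosing: single nominal dose of 5.6 µM per compound; Signal: Fluo-8 calcium dye fluorescence; Also added: ATP as calcium-mobilizing challenge; Repeats: singlicate.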
OXTR potentiate – human OXTR potentiators, primary screen, fluorescence, CHO-OTR cells, Fluo-8 calcium | hit rate 0.061% among 320,000 | Oxytocin receptor (Homo sapiens), P30559 | AID 2445, 2010 | activation, % at 3 µM | Fluo-8 calcium fluorescence, potentiator mode; 0% = oxytocin EC15, 100% = EC100;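 active = activation above that plate's cutoff, the mean activation of tested compounds plus 3 SD, cut at about 6.6% in these data, passing the limit was not always enough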;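 note: 100% uses oxytocin at 75 nM as the full agonist control; some results filed as inactive read as strong as hits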
Target sequence (P30559 whole entry, looked up): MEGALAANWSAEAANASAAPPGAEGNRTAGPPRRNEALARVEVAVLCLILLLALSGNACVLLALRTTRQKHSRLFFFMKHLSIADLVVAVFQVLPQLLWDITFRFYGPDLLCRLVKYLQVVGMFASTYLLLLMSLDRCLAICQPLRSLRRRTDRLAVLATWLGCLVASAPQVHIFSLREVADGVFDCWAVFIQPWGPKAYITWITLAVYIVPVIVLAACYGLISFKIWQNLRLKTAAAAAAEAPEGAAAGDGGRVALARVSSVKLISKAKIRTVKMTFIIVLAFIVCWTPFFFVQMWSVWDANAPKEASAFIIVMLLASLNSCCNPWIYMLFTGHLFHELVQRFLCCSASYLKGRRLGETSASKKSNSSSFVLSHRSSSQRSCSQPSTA
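Assay system: CHO cell line stably expressing human OTR. Reagent: EC15 oxytocin agonist. Dosing: single dose, 3.0 µM nominal final compound concentration. Timing: compound 6 min at room temperature before oxytocin, 100 s read. Signal: kinetic Fluo-8 calcium fluorescence. Controls: oxytocin EC15 low and EC100 high.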
An asterisk follows results filed as active; x = not tested or not shown. Random draw from the library. Share with any hit: about 4.2%.

SMILES | CHO-K1 Ca ag | M1 antag | CHO-K1 Ca antag | TAAR1 ag | CHRM1 agonist | TAAR1 antag | M1 PAM parental | CHO parental Ca | OXTR potentiate
Cc1ccc(S(=O)(=O)NC2=NCN(CCOC(=O)c3ccc([N+](=O)[O-])cc3)CN2)cc1 | -0.6 | -7 | -6 | 3 | -1 | 3 | 9 | -7 | -3
COc1ccccc1Oc1cn[nH]c1-c1ccc(O)cc1O | 5.0 | -1 | -6 | 0 | 0 | 6 | 2 | -7 | -6
COc1ccc(C(=O)O/N=C(\N)c2ccc(OC)c(OC)c2)cc1 | 1.6 | -12 | -16 | 2 | -3 | -6 | 8 | -6 | -7
CC(=O)c1cc2c(cc1NS(=O)(=O)c1ccc(C)cc1)OCO2 | 3.3 | 15 | -8 | 1 | -7 | 5 | 21 | -5 | 2
COc1ccc(CNC(=O)C(c2ccccc2F)N(C(=O)c2csnn2)C2CC2)cc1 (stereo not drawn) | 6.6 | 17 | -12 | 14 | -1 | 35 | -8 | -5 | -10
COc1ccc(OC)c(S(=O)(=O)N2CCN(CC(O)COc3ccccc3)CC2)c1 (stereo not drawn) | 7.2 | 2 | -8 | 1 | -2 | -17 | 6 | -6 | -9
CCN(CC)P(=O)(Nc1ccc(C)cc1Br)c1ccc(N(C)C)cc1NC(=O)c1ccco1 (stereo not drawn) | -0.2 | 13 | -9 | -2 | -4 | -5 | 4 | -19 | -6
O=C(NCc1ccccn1)c1cc2n(n1)C(C(F)(F)F)CC(c1ccco1)N2 (stereo not drawn) | 0.7 | -11 | 3 | 5 | -1 | -8 | 13 | -3 | -8
COc1cccc(-c2nc(CS(=O)(=O)CC(=O)NC3CCCCC3C)c(C)o2)c1 (stereo not drawn) | 0.0 | -10 | -12 | 0 | 2 | -22 | 9 | -30 | -7
Nc1nnc(CCC2CCCCC2)s1 | -0.2 | -11 | -3 | 1 | -2 | 1 | 2 | 1 | -9
CCOc1ccccc1NC(=O)NC(C)c1ccc2c(c1)OCO2 (stereo not drawn) | -0.2 | 10 | 21 | 0 | -4 | -3 | -24 | -17 | -2
C[C@@H]1C(=O)O[C@H]2[C@H](O)[C@@]34[C@H]5C[C@@H](C(C)(C)C)[C@]36[C@@H](OC(=O)[C@@H]6O)O[C@@]4(C(=O)O5)[C@@]12O | 1.2 | -12 | -6 | -1 | -4 | -1 | 4 | -6 | -6
CCOc1cc(C(C(=O)NCC2CCCO2)N(C(=O)Cn2nnc3ccccc32)c2cccc(OC)c2)ccc1O (stereo not drawn) | 1.4 | -12 | -10 | 2 | -7 | -12 | 17 | -15 | 2
Cc1ccc(C)c(OCC(=O)Nc2ccc(C(=O)O)cc2NC(=O)COc2cc(C)ccc2C)c1 | 0.2 | 5 | -9 | -1 | -4 | 11 | 5 | -15 | -5
CC(C(=O)NC1CCCc2ccccc21)N1C(=O)C2CCCCC2C1=O (stereo not drawn) | 1.0 | -1 | -19 | 1 | -6 | -4 | -7 | -7 | -7
CN1CCN(NC(=O)Nc2ccc([N+](=O)[O-])cc2)CC1 | 1.2 | -4 | -12 | 2 | -4 | -21 | 1 | -2 | -5
COc1ccc(S(=O)(=O)NCC2CCCO2)cc1C(=O)O (stereo not drawn) | -0.4 | -1 | -10 | -1 | 1 | 6 | 20 | 4 | -16
O=C(NC(=S)Nc1cc(Cl)ccc1O)c1cccc(Br)c1 | 0.1 | -9 | -1 | 0 | -3 | -4 | -13 | 0 | -19
CCS(=O)c1scc(-c2ccc(Cl)cc2)c1C#N (stereo not drawn) | 3.3 | -4 | -11 | 5 | -4 | -12 | 16 | -2 | -8
COc1ccccc1N(CC(=O)NC1CCCCC1C)S(=O)(=O)c1cccs1 (stereo not drawn) | 2.6 | -1 | 0 | -1 | -7 | -13 | 11 | -20 | -2
COc1ccc(C(=O)Nc2cccc(C(=O)N3CCCCC3)c2)cc1 | 0.8 | -6 | 2 | 1 | -1 | -12 | -16 | -15 | -3
O=C(N/N=C/c1cccc([N+](=O)[O-])c1)C1CC(=O)N(c2ccc(Br)cc2)C1 (stereo not drawn) | -0.2 | -8 | -12 | 0 | -9 | -15 | 25 | -22 | -9
Cc1cc(CNC(=O)CC2C(=O)NCCN2CC(c2ccccc2)c2ccccc2)on1 (stereo not drawn) | 0.3 | -6 | 7 | 7 | -11 | 0 | 11 | -24 | -17
CCC1(c2ccccc2)NC(=O)N(CC(=O)Nc2ccc(N3CCCC3)cc2C)C1=O (stereo not drawn) | 0.8 | -10 | 1 | 1 | -1 | -19 | -6 | -7 | -8
CCCCCCCOc1ccc(OC(=O)c2cccnc2)cc1 | 0.3 | -12 | 3 | 0 | 1 | 13 | -2 | -4 | -5
O=C(c1cc2ccccc2cc1O)N1CCN(c2ccc([N+](=O)[O-])cc2)CC1 | 6.2 | 16 | 14 | 6 | 0 | 23 | -9 | 11 | -7
COCCOc1ccc(C(F)(F)F)cc1NC(=O)Cc1ccc(S(=O)(=O)N2CCOCC2)s1 | 6.8 | -4 | 7 | 11 | -1 | -6 | -17 | -16 | -11
CCCCN(CC)CCCNC(=S)Nc1ccc2nc3n(c(=O)c2c1)CCCCC3 | 0.0 | -4 | -7 | 3 | -8 | 0 | 17 | -9 | -4
O=C(NCC(=O)N1CC=C(c2ccccc2)CC1)c1ccc(F)cc1 | 2.2 | -15 | -19 | 1 | -2 | -12 | 25 | -8 | -3
C/C(N)=C(/C#N)C(=O)CSc1cc(C)c2cc(C)cc(C)c2n1 | 2.2 | -3 | -6 | 5 | -3 | -34 | 5 | 0 | 0
O=[N+]([O-])c1ccccc1Oc1cnc2ccccc2n1 | -0.1 | -5 | 5 | 1 | -5 | -4 | -8 | -13 | -9
O=C(NNS(=O)(=O)c1ccccc1[N+](=O)[O-])c1cc2ccccc2cc1O | 1.7 | 11 | -14 | -3 | -4 | 2 | -5 | -5 | -3
CC(C)(C)c1cc(CN2CCCCC2)cc(C(C)(C)C)c1O | x | x | x | 6 | x | -11 | x | -7 | -10
COc1ccc(C(C)=O)cc1COC(=O)c1cnc(Cl)c(Cl)c1 | 1.1 | -11 | -20 | 0 | -3 | 13 | 30 | -26 | -6
CN(C)c1ccc(CNc2ncn[nH]2)cc1 | 1.1 | -19 | -7 | 7 | -3 | 0 | 2 | -2 | -2
O=C(Nc1cc(Cl)ccc1N1CCOCC1)c1ccco1 | 0.2 | -13 | -10 | 2 | -3 | 0 | 4 | x | x
O=C(Cc1ccc(NS(=O)(=O)c2ccc(F)cc2)cc1)NCc1ccccc1 | 2.5 | -31 | -8 | 8 | -2 | -9 | 9 | -3 | -14
O=S(=O)(c1ccc(S(=O)(=O)N2CCC(O)CC2)cc1)N1CCCC1 | -0.1 | 7 | -2 | 2 | -5 | -5 | -8 | 0 | 5
COc1ccc(C(=O)C2CCCN(Cc3ccc4nonc4c3)C2)c(OC)c1 (stereo not drawn) | 2.1 | 6 | 9 | -3 | -6 | 1 | -9 | -10 | -4
CC(=O)[C@@H]1[C@@H]2C(=O)N(c3ccccc3F)C(=O)[C@@H]2[C@H]2c3ccccc3C=NN12 | 0.6 | -7 | -2 | -1 | -5 | -19 | 3 | -17 | -6
NC(=O)CSc1nc(-c2ccccc2)nc2ccccc12 | 2.2 | -26 | -12 | 2 | -2 | 16 | 14 | -10 | -12
Cc1nnc(SCCn2c(N3CCCC(C)C3)nc3c2c(=O)n(C)c(=O)n3C)s1 (stereo not drawn) | 3.6 | 0 | -7 | 0 | -1 | -3 | 23 | -2 | -5
CC/C(=N\NC(=O)c1nnn(-c2nonc2N)c1-c1cccc(OC)c1)c1ccc(C)cc1 | 2.6 | -6 | -17 | 22 | 3 | 3 | 23 | 1 | -8
Cc1ccc(S(=O)(=O)N2CCC(C(=O)OCC(=O)Nc3cc(S(C)(=O)=O)ccc3Cl)CC2)cc1C | 2.8 | -5 | 1 | 0 | -3 | 12 | 1 | -20 | -8
O=C(COC(=O)c1n[nH]c2ccccc12)Nc1ccc(Cl)cc1[N+](=O)[O-] | 5.8 | -8 | -3 | 15 | 0 | 31 | 14 | -17 | -4
COC(=O)C1=C(C)N(Cc2ccccc2)C(=O)/C1=C\c1ccco1 | 0.1 | -5 | -12 | 3 | -4 | -33 | 18 | -31 | -9
CCOC(=O)c1c(N)n(CCOC(=O)c2cccs2)c2nc3ccccc3nc12 | 7.6 | -27 | -3 | 11 | -9 | 21 | 0 | -11 | -13
O=C(O)c1cccc(NC(=O)c2cn(-c3ccccc3)nc2-c2cc3ccccc3o2)c1 | 0.8 | -2 | -11 | 12 | -4 | 64* | 11 | 18 | -16
CCCCOc1ccc(C(=O)Nn2cnnc2)cc1 | 0.2 | -2 | -15 | 4 | -2 | 8 | 7 | -2 | 0
CCC(Oc1ccc(Br)cc1)C(=O)N1CCN(c2ncccn2)CC1 (stereo not drawn) | 0.7 | -22 | 8 | 0 | 1 | -33 | 2 | -2 | -1
O=C(Oc1c(CN2CCOCC2)cc(Cl)c2cccnc12)c1ccccc1Br | 1.0 | 3 | -3 | 9 | -7 | 9 | 6 | -12 | -1
CCOC(=O)CSc1n[nH]c(=S)s1 | 0.4 | -11 | -4 | 1 | -2 | -28 | 0 | -9 | 2

Exported field by field: 3 of the compounds above.
O=C(O)c1cccc(NC(=O)c2cn(-c3ccccc3)nc2-c2cc3ccccc3o2)c1
  CHO-K1 Ca ag: 0.8
  M1 antag: -2
  CHO-K1 Ca antag: -11
  TAAR1 ag: 12
  CHRM1 agonist: -4
  TAAR1 antag: 64*
  M1 PAM parental: 11
  CHO parental Ca: 18
  OXTR potentiate: -16

CCCCOc1ccc(C(=O)Nn2cnnc2)cc1
  CHO-K1 Ca ag: 0.2
  M1 antag: -2
  CHO-K1 Ca antag: -15
  TAAR1 ag: 4
  CHRM1 agonist: -2
  TAAR1 antag: 8
  M1 PAM parental: 7
  CHO parental Ca: -2
  OXTR potentiate: 0

CCC(Oc1ccc(Br)cc1)C(=O)N1CCN(c2ncccn2)CC1 (stereo not drawn)
  CHO-K1 Ca ag: 0.7
  M1 antag: -22
  CHO-K1 Ca antag: 8
  TAAR1 ag: 0
  CHRM1 agonist: 1
  TAAR1 antag: -33
  M1 PAM parental: 2
  CHO parental Ca: -2
  OXTR potentiate: -1
